# High-throughput results (PubChem)
# aSyn tox rescue: rescues yeast growth from alpha-synuclein toxicity; S. cerevisiae alpha-synuclein toxicity rescue, BacTiter-Glo growth, 24 h; Potency, µM (titrated, usually from 46.1 µM), inactives show at the top dose growth rescue (activation), most hits filed as activators; actives 0.02% (n = 94,000); AID 1347070; active = well fitted activation curve with a large enough effect; inconclusive = small, poorly fitted or top-dose-only effect; also: 0% is about no effect
#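 Growth restoration measured by BacTiter-Glo luminescence after 24 hr at 30 deg C; alpha-synuclein yeast, raffinose-pregrown to mid-log, were added at OD600=0.02 in galactose medium onto pinned compounds.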
# The depositor's hits bear a star; u = inconclusive. Potency is read from the fitted curve at half-maximal effect. An excerpt; rates above refer to the full screens.
SMILES,aSyn tox rescue
CCOc1ccccc1N(CC(=O)NCCc1ccc(OC)cc1)S(=O)(=O)c1ccc(C)cc1,16%
COc1cccc(NC(=O)Cn2c(=O)n(-c3cccc(OC)c3)c(=O)c3c4c(sc32)CCCC4)c1,0%
CC(=O)Nc1ccc(S(=O)(=O)NC2(C(F)(F)F)C(=O)Nc3c2c(=O)[nH]c(=O)n3-c2ccc(C)c(C)c2)cc1 (stereo unspecified),-1%
CCOC(=O)Cn1c(=O)n(-c2ccccc2OC)c2nc(-c3ccccc3C)nc(C(N)=O)c21,13%
O=C(Cn1ncc2c3ccccc3n(Cc3cccc(Cl)c3)c2c1=O)NC1CCCCCC1,2%
Cc1nn(S(=O)(=O)c2ccc(F)cc2)c(C)c1S(=O)(=O)N1CCC(C)CC1,3%
Cc1ccc(Nc2nc3ccccc3nc2-n2nc(C)cc2C)c(Cl)c1,3%
CCn1c(SCc2nc(N)nc(N3CCCCC3)n2)nc2c1c(=O)n(C)c(=O)n2C,-3%
CCOc1ccc(N2CC(C(=O)Nc3ccc4c(c3)OCCO4)CC2=O)cc1 (stereo unspecified),8%
COc1cc(NC(=O)COc2ccccc2)c(OC)cc1NC(C)=O,-1%
CCOC(=O)c1cc(-c2ccco2)nn1-c1ccc(C)cc1,16%
CC(C)NC(=O)N(C)C[C@H]1OCc2cnnn2CCCC(=O)N([C@H](C)CO)C[C@H]1C,10%
CCCC(=O)Nc1cc(C)c(O)c(-c2nc3ncccc3o2)c1,5%
COc1ccc(Cn2ccc3nc(C)c(C(=O)Nc4ccc(F)cc4)cc3c2=O)cc1,3%
COCCNC(=O)c1cc(S(=O)(=O)N2CCCCC2)ccc1N1CCOCC1,-3%
O=C(NC1(C(F)(F)F)C(=O)Nc2c1c(=O)[nH]c(=O)n2CCc1ccccc1)c1ccc(Cl)cc1Cl (stereo unspecified),1%
Cc1ccc(-c2nc(CS(=O)CC(=O)N3CCN(c4ccc(F)cc4)CC3)c(C)o2)cc1 (stereo unspecified),10%
CCOc1cccc2sc(N(Cc3cccnc3)C(=O)c3ccc(C#N)cc3)nc12,-10%
O=C(C1CCN(S(=O)(=O)c2cccc3nonc23)CC1)N1CCN(c2ccccc2)CC1,3%
COC(=O)c1c(NC(=O)COc2ccc(C)cc2Br)sc2c1CCCC2,-8%

# Fetched by structure from the list above, three records:
SMILES,aSyn tox rescue
CC(=O)Nc1ccc(S(=O)(=O)NC2(C(F)(F)F)C(=O)Nc3c2c(=O)[nH]c(=O)n3-c2ccc(C)c(C)c2)cc1 (stereo unspecified),-1%
COCCNC(=O)c1cc(S(=O)(=O)N2CCCCC2)ccc1N1CCOCC1,-3%
CCOc1ccc(N2CC(C(=O)Nc3ccc4c(c3)OCCO4)CC2=O)cc1 (stereo unspecified),8%

# (further entries)
SMILES,aSyn tox rescue
COCCn1c(=S)[nH]c2cc(C(=O)NC3CCCCCC3)ccc2c1=O,6%
CC(C)OP(=O)(OC(C)C)C(O)c1cccc([N+](=O)[O-])c1 (stereo unspecified),-2%
COc1ccc(-c2cc(C(=O)O)sc2C)cc1,4%
Cc1cc(=O)n2nc(N3CCC(C(=O)NCc4ccc(F)cc4)CC3)sc2n1,3%
CCOc1ccc(C(=O)Nc2ccc3nc(SCc4ccccc4)sc3c2)cc1,-1%
O=C(Nc1ccccc1)C1CCN(S(=O)(=O)c2ccc3c(c2)CCCN3C(=O)C2CCC2)CC1,0%
COc1ccc(N(CC(=O)N2CCN(c3cccc(OC)c3)CC2)S(=O)(=O)c2c(C)noc2C)cc1,10%
CCOC(=O)C1CCN(C(=O)Cn2ncc3c4ccccc4n(Cc4ccc(F)cc4)c3c2=O)CC1,13%
Cc1ccc(NC(=O)Cn2nnc(C(=O)NCCc3ccccc3)c2N)cc1C,2%
COc1ccc(-c2cn3nc(N4CCC(C(=O)Nc5cc(Cl)ccc5OC)CC4)sc3n2)cc1,-2%
COc1ccc(N2C(=O)CCSC23C(=O)N(Cc2ccc(F)cc2)c2ccccc23)cc1Cl (stereo unspecified),-28%
COc1ccc(NC(=O)c2cc(C)nc3c2c(C)nn3-c2cccc(Cl)c2C)c(OC)c1,-2%
C/C(CC(=O)N1CCCC1)=N\NC(=O)c1cc2ccccc2cc1O,-11%
COc1ccc(CN2CC(=O)N(c3ccc(C)cc3)C2=S)cc1OC,-12%
CCOc1ccc(S(=O)(=O)N2CCCCC2)cc1NC(=O)C1CCCC1,4%
O=C(Nc1ccccc1C(F)(F)F)n1ncc2cc(Cl)ccc21,1%
COc1ccc(-c2nc(CSc3nc4ncccc4[nH]3)c(C)o2)cc1OC,5%
CCc1ccccc1NC(=O)N1CCc2c([nH]c3ccccc23)C1c1ccc(C)cc1 (stereo unspecified),-7%
Cn1c(=O)n(C)c2cc(/C=N/NC(N)=S)ccc21,-2%
COc1ccc(NC(=O)c2c(NC(=O)c3ccncc3)sc3c2CCC(C(C)(C)C)C3)cc1 (stereo unspecified),6%

# Structures listed so far that contain a thiophene ring, fused or not, in the order listed:
SMILES,aSyn tox rescue
COc1cccc(NC(=O)Cn2c(=O)n(-c3cccc(OC)c3)c(=O)c3c4c(sc32)CCCC4)c1,0%
COC(=O)c1c(NC(=O)COc2ccc(C)cc2Br)sc2c1CCCC2,-8%
COc1ccc(-c2cc(C(=O)O)sc2C)cc1,4%
COc1ccc(NC(=O)c2c(NC(=O)c3ccncc3)sc3c2CCC(C(C)(C)C)C3)cc1 (stereo unspecified),6%

# Next entries follow.
SMILES,aSyn tox rescue
O=C(Nc1ccc(Cl)cn1)c1ccccc1-c1ccccc1,6%
CCC1(c2ccc(F)cc2)NC(=O)N(CC(=O)Nc2ccccc2Cl)C1=O (stereo unspecified),9%
COC(=O)c1cc2occc2n1Cc1cccc(C)c1,-5%
CCc1ccc(-c2csc(NC(=O)Oc3ccccc3)n2)cc1,-13%
Cc1cc(Cl)ccc1NC(=O)C1CCN(S(=O)(=O)c2ccc3[nH]c(=O)ccc3c2)CC1,-3%
Cc1sc(NC(=O)C2=COCCO2)nc1-c1ccc(F)cc1,-5%
CC(OC(=O)C1=COCCO1)C(=O)Nc1ncc(Cl)cc1Cl (stereo unspecified),-1%
Cc1ccc(CNC(=O)CN(c2ccc(C)cc2)S(=O)(=O)c2c(C)nn(C)c2C)cc1,0%
Cc1cc(S(=O)(=O)NCC(c2ccco2)S(=O)(=O)c2ccccc2)ccc1F (stereo unspecified),4%
CC(=O)N1CCCc2cc(S(=O)(=O)NCc3ccccc3Cl)ccc21,5%
COC(=O)c1ccc2cc(OC)c(OC)cc2c1,-3%
COc1ccc(C(=O)N(Cc2ccco2)Cc2ccc(C)o2)cc1,1%
COc1ccc(NS(=O)(=O)c2cc3c(cc2C)N(C)CCO3)c(OC)c1,0%
O=C(COC(=O)c1cccnc1)Nc1cccc2ccccc12,-3%
Cc1ccc(S(=O)(=O)N2CCC(c3nnc(-c4cccc(C)c4)o3)CC2)cc1,-1%
Cc1c(Cl)cccc1-n1nc(C)c2c(C)cc(=O)n(CC(=O)NCc3ccccc3)c21,4%
Cc1cccc(Nc2ncnc3onc(-c4ccc(Cl)cc4)c23)c1C,10%
COc1ccc2c(c1)c1c(c(=O)n(-c3ccc(C)cc3)c(=O)n1CC(=O)c1ccc(Cl)cc1)n2C,5%
Cc1ccc(NC(=O)COC(=O)CCc2ccc(S(=O)(=O)N3CCOCC3)cc2)cc1F,1%
Cc1cc(C(=O)COC(=O)c2ccc(Br)o2)c(C)n1C,5%
CC(C)CC(C(=O)Oc1ccc2c3c(c(=O)oc2c1)CCC3)N1C(=O)c2ccccc2C1=O (stereo unspecified),10%
COc1ccc(NC(=O)c2ccc3c(c2)nnn3C2CCCC2)cc1Cl,6%
CCC(Cn1nnc2ccccc2c1=O)NC(=O)Nc1cc(Cl)ccc1OC (stereo unspecified),-1%
CCOc1ccc(NS(=O)(=O)c2ccc3[nH]c4c(c3c2)CCCC4)cc1,-18%
CS(=O)(=O)c1oc(-c2ccc(F)cc2)nc1S(=O)(=O)c1ccc(Cl)cc1,7%
COc1ccc2nc(C)cc(N3CCN(c4ccccc4)CC3)c2c1,1%
COc1ccc2nc(NC(=O)c3nc(S(=O)(=O)Cc4ccccc4F)ncc3Cl)sc2c1,15%
CC(=O)c1cccc(NC(=O)c2ccc(NC(=O)CCS(=O)(=O)c3cccs3)cc2)c1,0%
COc1ccc2c(c1)sc1ncc(C(=O)NCc3cccc(Cl)c3)c(=O)n12,-5%
O=c1[nH]cc(NCCc2ccccc2)c(=O)[nH]1,17%
COc1ccc(CN(C)C(=O)/C=C/c2ccc(S(=O)(=O)N3CCOCC3)cc2)cc1F,5%
CCOc1ccc(-n2c(SCC(=O)c3ccccc3)nc3c([nH]c4ccccc43)c2=O)cc1,-10%
Cn1c(C2CC(=O)N(Cc3ccccc3)C2)nc2ccccc21 (stereo unspecified),7%
CC1=C(C(=O)Nc2ccccc2C)C(c2cccnc2)n2nc(SCc3ccccc3F)nc2N1 (stereo unspecified),0%
COc1ccccc1-c1cc2nc(C)c(CCC(=O)Nc3ccc(Br)c(C)c3)c(C)n2n1,u
CCc1ccc(-c2[nH]nc3nc(-c4cc(OC)ccc4OC)cc(C(=O)O)c23)cc1,-3%
Cc1ccc2cc(/C=N/Nc3ccc(C(=O)O)cc3)c(Cl)nc2c1,6%
O=C1NC(Cc2ccc(O)cc2)c2nc3cc(F)c(F)cc3c(=O)n2-c2cc3ccccc3cc21 (stereo unspecified),8%
CCN(CC)C1CCN(C(=O)c2ccc(OC3CCN(C(=O)CCOC)CC3)cc2)C1 (stereo unspecified),5%
Cc1ccccc1-c1nc(CN(Cc2c(C)nn(C)c2C)C2CC2)c(C)o1,-6%
CCCCN(CC)CCCNC(=O)c1sc2nc3n(c(=O)c2c1C)CCCCC3,9%
COc1ccc(CNC(=O)c2ccc3c(c2)N(Cc2c(F)cccc2Cl)C(=O)CS3)cc1,2%
O=C(COc1ccccc1Cl)OCc1cc(=O)n2nc(C3CC3)sc2n1,7%
Cc1ccc(OCc2cc(C(=O)N3CCCC(C)C3)no2)cn1 (stereo unspecified),11%
Cc1ccc(-c2nnc(Nc3ccc(O)cc3)c3ccccc23)cc1S(=O)(=O)N1CCOCC1,-4%
CCOc1ccccc1C1C(C(=O)Nc2ccccc2OC)=C(C)Nc2nc3ccccc3n21 (stereo unspecified),-6%
Cc1cccc(C)c1NC(=O)c1ccc2c(c1)CCN2S(C)(=O)=O,-7%
N#Cc1c[nH]n2c(NC3CCCC3)c(-c3ccc(Cl)cc3)nc12,-9%
CC(NC(=O)C1CCN(c2nc3ccccc3nc2C(F)(F)F)CC1)c1ccccc1 (stereo unspecified),3%
Cc1ccc2c(c1)N(CC(=O)NCC1CCCO1)C(=O)C(C(C)C)O2 (stereo unspecified),-4%
CC(=O)c1ccc(NC(=O)CSc2nc(-c3ccccc3C)nc3c2c(=O)n(C)c(=O)n3C)cc1,-1%
O=C(Cc1ccc(NS(=O)(=O)c2ccc(F)cc2)cc1)NCc1cccnc1,-22%
Cc1cc(C(=O)OCC(=O)Nc2c(Cl)cccc2C(F)(F)F)c(C)o1,0%
C=Cc1ccc(Cn2c(=O)n(CC3CCC(C(=O)NC(C)C)CC3)c(=O)c3sccc32)cc1 (stereo unspecified),5%
Cc1ccc(NC(=O)c2cc3c([nH]c2=O)CC(C)(C)CC3=O)c(C)c1,2%
Oc1c(C(c2ccccc2)N2CCN(c3ccccc3)CC2)sc2nc(-c3ccco3)nn12 (stereo unspecified),-12%
Cc1ccc(N2CC(NC(=O)c3ccc4c(c3)OCO4)CC2=O)cc1 (stereo unspecified),0%
CCC1NC(C(=O)O)Cc2c1[nH]c1ccccc21 (stereo unspecified),-5%
O=C(O)c1ccccc1C(=O)c1ccc(N2CCCC2)c([N+](=O)[O-])c1,4%
O=C(CSc1nc2c(cnn2-c2ccc(F)cc2)c(=O)[nH]1)Nc1nccs1,-3%

# A second format for three compounds above.
smiles: O=C(O)c1ccccc1C(=O)c1ccc(N2CCCC2)c([N+](=O)[O-])c1
  aSyn tox rescue: 4%
smiles: C=Cc1ccc(Cn2c(=O)n(CC3CCC(C(=O)NC(C)C)CC3)c(=O)c3sccc32)cc1 (stereo unspecified)
  aSyn tox rescue: 5%
smiles: Cc1ccc2c(c1)N(CC(=O)NCC1CCCO1)C(=O)C(C(C)C)O2 (stereo unspecified)
  aSyn tox rescue: -4%

# Additional records
SMILES,aSyn tox rescue
C#CCN(C[C@@H]1[C@@H](OC(=O)NCC2CCCCC2)[C@@H](OC(=O)NCC2CCCCC2)CN(C(=O)OC(C)C)N1C(=O)OC(C)C)S(=O)(=O)c1ccc(C)cc1,6%
COc1ccc(-c2noc(N3CCC(C(=O)N4CCN(c5ccccc5F)CC4)CC3)n2)cc1,2%
Cn1c(Cc2ccccc2)nnc1SCC(=O)NC1CCCC1,-5%
CN(c1ccccc1)S(=O)(=O)c1cccc(C(=O)OCC(=O)Nc2ccc3[nH]c(=O)[nH]c3c2)c1,1%
CCOC(=O)c1ccc(S(=O)(=O)Nc2ccc(N3CCOCC3)cc2)cc1,2%
Cc1occc1C(=O)N/N=C/c1ccc(Br)s1,-17%
O=C(O)c1ccsc1Cc1cccs1,3%
COc1cc(NC(=O)Cn2cnc3sc(C)c(S(=O)(=O)N4CCN(C)CC4)c3c2=O)cc(OC)c1OC,-13%

# Single entries from the list.
# `Cc1cc(S(=O)(=O)NCC(c2ccco2)S(=O)(=O)c2ccccc2)ccc1F` (stereo unspecified) in aSyn tox rescue is listed with 4%
# `Cn1c(Cc2ccccc2)nnc1SCC(=O)NC1CCCC1` in aSyn tox rescue is listed with -5%
# `Cc1ccc(-c2nc(CS(=O)CC(=O)N3CCN(c4ccc(F)cc4)CC3)c(C)o2)cc1` (stereo unspecified) in aSyn tox rescue is listed with 10%
